Screening data as filed in PubChem BioAssay.
C-LANA FP = inhibitors of KSHV C-LANA binding to DNA, primary screen, biochemical, fluorescence polarization, FAM-LBS DNA, MBP-C-LANA, single point; actives 0.078% (n = 340,000); Kaposi's sarcoma herpesvirus LANA C-terminal domain (residues 932-1162) DNA binding; AID 504423, 2011; inhibition, % at 9 µM;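 active = highest replicate inhibition at or above 60% at 9 µM, even if other replicates fall short; inactive = all replicates below 60% inhibition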;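 also: 0% = neutral control wells and 100% = 4 µM acridine orange control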
OPRM1-OPRD1 ag = agonists of OPRM1-OPRD1 heterodimerization, primary screen, cell-based, luminescence. Mu-type opioid receptor (Homo sapiens) + Delta-type opioid receptor (Homo sapiens), …. cells. activation, % at 9.3 µM. actives 0.3% (n = 340,000). AID 504326, 2011; in the data active = activation above about 18%;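 also: 0% = vehicle-treated cells and 100% = reference agonist; values of inactives mirror those of a sister screen read the other way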
Target sequence (P35372 whole entry, looked up): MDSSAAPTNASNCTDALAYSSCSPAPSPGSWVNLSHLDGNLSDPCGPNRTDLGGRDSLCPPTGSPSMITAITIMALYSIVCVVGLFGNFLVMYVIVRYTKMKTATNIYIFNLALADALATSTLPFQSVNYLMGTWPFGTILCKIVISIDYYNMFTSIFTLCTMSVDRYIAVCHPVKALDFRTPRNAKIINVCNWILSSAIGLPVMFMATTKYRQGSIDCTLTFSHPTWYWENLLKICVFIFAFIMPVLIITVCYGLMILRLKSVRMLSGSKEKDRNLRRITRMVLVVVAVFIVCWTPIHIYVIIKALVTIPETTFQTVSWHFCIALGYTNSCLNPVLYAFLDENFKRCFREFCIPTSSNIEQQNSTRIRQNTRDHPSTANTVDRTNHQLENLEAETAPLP
Target sequence (P41143 whole entry, looked up): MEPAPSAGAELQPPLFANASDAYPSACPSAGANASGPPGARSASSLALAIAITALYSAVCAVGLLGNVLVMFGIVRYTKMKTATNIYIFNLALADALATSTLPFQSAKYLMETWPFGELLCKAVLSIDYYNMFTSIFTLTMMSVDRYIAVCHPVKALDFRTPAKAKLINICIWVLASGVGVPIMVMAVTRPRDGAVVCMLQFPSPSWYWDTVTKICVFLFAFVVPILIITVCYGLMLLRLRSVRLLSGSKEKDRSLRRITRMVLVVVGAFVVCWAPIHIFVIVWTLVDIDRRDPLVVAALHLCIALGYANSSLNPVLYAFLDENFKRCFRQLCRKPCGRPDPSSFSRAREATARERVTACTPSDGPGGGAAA
RTF Ca sens inh = cardiac RTF calcium sensitivity inhibitors, primary screen, biochemical, IANBD-TnC fluorescence, EC70 calcium | inhibition, % at 7.15 µM | actives 0.12% (n = 340,000) | AID 493244, 2011 | IANBD-labeled cardiac RTF, Ca2+ fluorescence;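 active = inhibition above the mean inhibition of all tested compounds plus 3 SD, cut at about 17% in these data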;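 also: assay run at fixed EC70 calcium of 1.6 mM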
V-ATPase pHluor = regulators of yeast V-ATPase proton pumping, primary screen, pHLuorin cytosolic pH fluorescence; response, % at 10 µM; actives 0.37% (n = 350,000); S. cerevisiae; in the data active = response mostly above about 7.3%, no sharp cut-off; inactive = mostly below about 5.4%; also: actives read high; inactives centre near 0; some compounds called inactive have numbers as strong as hits; reference of the scale not given here
Arrestin-AP2 inh = inhibitors of beta-arrestin/AP2 binding, primary screen, biochemical, GPCR trafficking, flow cytometry; inhibition, % at 10 µM; AID 504490, 2011; FITC-arrestin peptide / GST-AP2 beads; AP2 beta2 appendage carries R879A mutation; beta-arrestin 1 C-terminal peptide binding to AP2 beta2-adaptin appendage (human); actives 0.31% (n = 340,000);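 active = inhibition above a set limit, near 3 SD of compounds lacking own fluorescence, cut at about 54% in these data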;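 also: plate controls were DMSO wells for no effect and 5 µM unlabelled arrestin peptide for full effect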
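system = GST-tagged AP2 beta2-adaptin appendage (R879A) on 4 µm glutathione beads | reagent = FITC-labelled arrestin peptide probe, 50 nM final | schedule = compound with beads 12 min RT, then probe 1 h RT | signal = HyperCyt-sampled flow cytometry, FL1 channel, ex 488/em 535 nm | read-out = percent response from loss of bead-bound FITC fluorescence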
Keap1 Nrf2 FP = Keap1-Nrf2 protein-protein interaction inhibitors, primary screen, biochemical, fluorescence polarization, single point | AID 504523, 2011 | Keap1 Kelch-Nrf2 peptide fluorescence polarization, 1536-well | actives 0.15% (n = 340,000) | inhibition, % at 9.4 µM | Kelch-like ECH-associated protein 1 (Homo sapiens), Q14145; in the data active = inhibition above about 12%;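 also: human Keap1 Kelch domain with fluorescein labeled Nrf2 9mer peptide probe; 0% = neutral control wells and 100% = peptide positive control; higher means more block of Keap1 binding to Nrf2 peptide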
Wnt act = Wnt/beta-catenin pathway activators, primary screen, cell-based, plate reader, single point. AID 743398, 2014. Wnt/beta-catenin reporter cell assay, activator. actives 1.2% (n = 300,000). activation, % at 9.35 µM; in the data active = activation above about 30%, passing the limit was not always enough;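 also: 0% = neutral control wells and 100% = positive control wells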
OPRM1-OPRD1 inv = inverse agonists of MOR-DOR heterodimerization, primary screen, cell-based, luminescence | cell-based MOR-DOR heterodimer luminescence, inverse agonism | actives 0.21% (n = 340,000) | inhibition, % at 9.3 µM | Mu-type opioid receptor (Homo sapiens) + Delta-type opioid receptor (Homo sapiens), …; in the data active = inhibition above about 22%, passing the limit was not always enough;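 also: 0% = cells with DMSO and 100% = wells without cells with DMSO; values of inactives mirror those of a sister screen read the other way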
DSG3 Ab inh = inhibitors of pemphigus antibody binding to DSG3, primary screen, biochemical, bead-based, flow cytometry, scFv-GFP | Desmoglein-3 (Homo sapiens), P32926 | DSG3-coupled beads, scFv-anti-DSG3-GFP binding; hits give low values | binding (percent of control), % at 10 µM | actives 0.48% (n = 310,000) | AID 588358, 2011;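 active = binding more than 3 SD below its plate's average and above zero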;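 also: hits lower antibody fragment binding to DSG3; some compounds called inactive have numbers as strong as hits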
cardiac RTF act = cardiac RTF calcium sensitivity activators, primary screen, biochemical, IANBD-TnC fluorescence, EC20 calcium; Troponin I, cardiac muscle (Homo sapiens) + Troponin T, cardiac muscle (Homo sapiens) + …; IANBD-labeled TnC RTF fluorescence at EC20 calcium; 0% EC20 calcium, 100% full calcium; activation, % at 7.2 µM; actives 0.24% (n = 340,000);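 active = activation above the mean over all tested compounds plus 3 SD, cut at about 30% in these data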;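 also: rise in fluorescence read as greater calcium sensitivity of cardiac thin filaments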
Active calls of the source: *; / = no result given. Rows are unselected; 3.1% or so of the library scored in one or more.

SMILES	C-LANA FP	OPRM1-OPRD1 ag	RTF Ca sens inh	V-ATPase pHluor	Arrestin-AP2 inh	Keap1 Nrf2 FP	Wnt act	OPRM1-OPRD1 inv	DSG3 Ab inh	cardiac RTF act
O=C(N/N=C/c1sc(N2CCOCC2)nc1-c1ccccc1)c1cccc(S(=O)(=O)N2CCOCC2)c1	-6.2	-0.4	-33	-4	-16	-22	1	2	102	9
COc1cccc(OCC(=O)N2CCC3(CC2)CC(=O)c2ccccc2O3)c1	-0.7	-0.9	-1	1	29	1	-2	6	105	-4
O=C(CSc1nc2ccccc2c(=O)[nH]1)Nc1ccccc1C(F)(F)F	0.9	3.5	-3	1	4	-1	-1	-17	119	3
CN(C(=O)COC(=O)c1ccc([N+](=O)[O-])cc1)c1ccccc1	0.7	3.4	-4	2	-4	-2	-1	-17	103	-2
CC(=O)Oc1ccccc1-c1nc(C)nc(N(C)C(C)=O)n1	-1.2	3.0	-16	8	3	-4	10	-16	101	12
CCc1cccc(NC2c3ccccc3C(=O)N2c2ccc(C)cn2)c1 (stereo not drawn)	-2.0	4.2	0	0	-6	-3	14	-25	93	-4
CCn1nc(C(=O)NNC(=O)c2ccc(OC(F)F)cc2)c2ccccc2c1=O	1.7	0.1	-4	2	4	0	-1	0	106	-8
CC1Cc2ccccc2N1C(=O)CSc1nc(-c2ccco2)cc(C(F)(F)F)n1 (stereo not drawn)	0.6	-0.8	-2	-1	-2	-3	0	5	102	0
CCCc1cc(C(=O)Nc2ccc(OC)cc2[N+](=O)[O-])cs1	-0.1	9.7	-6	4	-7	-6	5	-52	/	5
O=S(=O)(c1cccc2cccnc12)N(CCO)CCO	-0.6	-1.6	-3	-2	-4	-7	0	8	114	10
O=C(NC1CCN(S(=O)(=O)c2ccccc2C(F)(F)F)CC1)c1ccco1	-0.5	-2.6	-5	-1	0	-6	-1	14	111	-1
O=C(c1ccccc1F)n1c2c(c3ccccc31)CCCC2	0.0	3.0	-1	2	-8	-5	-1	-18	100	7
COc1ccc(NC(=O)c2ccc3c(c2)C(=O)N(Cc2cccnc2)C3=O)c(OC)c1	-0.6	-0.3	-6	-1	-8	-2	-1	2	97	-3
CS(=O)(=O)N(CCc1ccccc1)CC(=O)NCc1ccco1	0.1	1.3	-3	1	2	3	-2	-7	/	0
CN1C(=O)CC(n2c(CO)nc3ccccc32)C1=O (stereo not drawn)	1.3	/	2	0	-7	-1	/	/	107	1
COc1ccc(S(=O)(=O)N2CCN(C(=O)CCNC(=O)c3ccccc3Cl)CC2)cc1	-8.8	-4.2	-2	-2	39	0	-1	16	97	-3
O=C1OCC/C1=C\c1ccccc1O	0.6	-1.3	-2	2	0	-2	-1	8	103	16
CCCC(=O)Nc1ccc(C(=O)NCCCn2ccnc2)cc1	-0.9	-3.3	-10	-7	26	6.0*	/	17	106	7
CCN(CC)CCNC(=O)c1cccc(NC(=O)C(=O)c2cc(Br)ccc2NC(C)=O)c1	0.4	-0.6	-3	0	-13	-5	2	3	106	3
Cc1cc(NC(=O)CSc2ccc3nnc(CCNS(=O)(=O)c4ccccc4)n3n2)no1	-0.4	-1.0	-9	1	-3	2	-2	7	95	-7
O=C(N/N=C/c1cccc([N+](=O)[O-])c1)c1nc2ccccc2c(=O)[nH]1	0.3	-4.0	-2	0	4	0	13	21	100	0
Cc1cc(OCc2ccc(F)cc2)nc(-c2ccccc2O)n1	1.3	-1.4	3	3	27	-2	-2	7	106	-4
COc1ccccc1CNC(=O)c1ccc(S(=O)(=O)N(C)C)cc1	-3.3	-0.8	-7	-4	18	0	/	4	96	-2
O=c1[nH]c(Cc2ccccn2)nc2scc(-c3ccc(Cl)cc3)c12	-0.8	-3.9	-4	-1	5	-7	7	19	89	9
CCOc1ncccc1C(=O)OCc1cn2cc(Cl)ccc2n1	-1.6	0.2	0	-1	5	-9	-3	-1	/	-7
O=S(=O)(O/N=C1\CCCc2ccccc21)c1ccc(Cl)cc1	3.4	-1.7	-1	0	3	0	-1	10	/	-7
O=C1C2CCCN2C(c2ccccc2F)N1c1ccc(Cl)cc1 (stereo not drawn)	0.6	-2.8	-2	-1	24	-2	-3	15	107	1
CC(=O)Nc1ccc(OCC[n+]2cccc(C(N)=O)c2)cc1	1.4	/	/	0	-5	-3	-2	/	105	/
Cc1cccc(N2CCN(C(=O)c3ccccc3SCC(=O)N3CCCC3)CC2)c1C	-1.0	1.2	1	-2	10	-4	-2	-5	107	2
CC(NS(=O)(=O)c1ccc(Cl)cc1)C(=O)NCc1ccco1 (stereo not drawn)	1.1	-0.5	-11	-7	0	4	/	3	88	4

Some of these compounds in order of the DSG3 Ab inh value, falling.
SMILES	C-LANA FP	OPRM1-OPRD1 ag	RTF Ca sens inh	V-ATPase pHluor	Arrestin-AP2 inh	Keap1 Nrf2 FP	Wnt act	OPRM1-OPRD1 inv	DSG3 Ab inh	cardiac RTF act
O=S(=O)(c1cccc2cccnc12)N(CCO)CCO	-0.6	-1.6	-3	-2	-4	-7	0	8	114	10
O=C1C2CCCN2C(c2ccccc2F)N1c1ccc(Cl)cc1 (stereo not drawn)	0.6	-2.8	-2	-1	24	-2	-3	15	107	1
Cc1cc(OCc2ccc(F)cc2)nc(-c2ccccc2O)n1	1.3	-1.4	3	3	27	-2	-2	7	106	-4

Additional entries:
SMILES	C-LANA FP	OPRM1-OPRD1 ag	RTF Ca sens inh	V-ATPase pHluor	Arrestin-AP2 inh	Keap1 Nrf2 FP	Wnt act	OPRM1-OPRD1 inv	DSG3 Ab inh	cardiac RTF act
CCOC(=O)c1c(NC(=O)Cc2cccs2)sc(C(=O)NC2CCCC2)c1C	-1.0	-2.1	0	-5	8	3	1	12	108	3
Cc1nc(C(=O)NCc2ccccc2)sc1C1(C)CC(c2cccnc2)=NO1 (stereo not drawn)	2.1	-0.6	-11	5	-10	0	1	4	105	0
CCOc1ccc(N(C)S(=O)(=O)c2cc(-c3cc(C)no3)ccc2C)cc1	-0.3	-0.4	-10	4	5	-3	0	2	107	-7
O=C1Nc2cc3c(cc2C1=O)sc1ccccc13	/	/	/	2	41	/	-7	/	93	/
O/C(=C\Sc1nnc(Cc2ccccc2)o1)c1ccc(Br)cc1	2.3	0.1	-5	-3	16	3	/	0	110	2
CN(CCc1ccccc1)C(=O)c1ccc(NC(=O)Cc2ccc(NC(=O)C3CCN(C(=O)C4CCC4)CC3)cc2)cc1	-2.4	-1.5	0	-2	4	-2	-1	7	104	2
O=C(CN(Cc1ccccc1F)C(=O)c1csnn1)NC1CCCCC1	1.4	-1.0	-17	-3	-10	0	0	6	96	-2
COC(=O)CCCCCN1C(=O)NC(C2CC2)C(C(=O)OCc2ccccc2)=C1C (stereo not drawn)	1.5	0.8	-8	4	0	-1	-1	-4	109	-4
COC(=O)c1cccc(NC(=O)NC(=O)c2ccc(Cl)cc2)c1	27	/	/	-1	-5	44*	24	/	88	/
CNc1sc(C(=O)c2ccccc2F)c(N)c1-c1nc2ccccc2s1	1.3	-9.3	3	1	6	0	/	48*	67	-2
Cc1cc(-c2ccccc2C(=O)Nc2ccccc2O)on1	-0.8	-4.3	2	-1	-15	2	0	23	120	-7
CCC(CC)c1nnc(NC(=O)C2=NNC(=O)CC2)s1	0.4	-0.7	8	2	-5	0	0	4	104	5
COc1ccccc1NC(=O)COc1ccc(C(=O)OCC(=O)N2CCCC2=O)cc1OC	-1.2	-2.3	0	-1	9	-3	-7	13	100	2
Cc1nc(=S)c2c([nH]1)-c1ccccc1CC21CCCCC1	0.3	/	/	1	39	-2	0	/	93	/
COc1ccc(-c2ocnc2C(=O)N2CCN(C(c3ccccc3)c3ccccc3)CC2)cc1	0.0	2.0	-10	-1	0	-7	-3	-13	91	-5
O=C(NCCCn1ccnc1)c1cc(C2CC2)on1	-2.3	-3.1	2	1	-8	-1	1	16	107	3
O=C1OCCC1Sc1nnc(-c2ccc3c(c2)OCO3)n1-c1ccccc1 (stereo not drawn)	-2.0	-2.1	-2	-5	-9	-3	-3	12	108	3
COCCn1c(Br)nc2c1c(=O)n(C)c(=O)n2C	2.0	/	/	-1	13	-3	0	/	/	/
Cc1onc(-c2ccccc2Cl)c1C(=O)Oc1cccc2cccnc12	-1.3	0.1	-11	0	35	-2	1	-1	101	0
COc1cccc(C(=O)NCC(C)(C)SCc2ccc(F)cc2)c1	-0.5	-0.3	-6	1	-2	-2	-1	2	98	2
Cc1oc2ccc(Br)cc2c(=O)c1-c1nn[nH]n1	1.2	-2.8	-9	-1	11	-1	0	14	99	2
CC(=O)c1cc(C(=O)Nc2ccc3ccccc3c2)c(C)o1	-0.4	4.3	10	-2	18	-2	-1	-32	/	0
CNCc1ccc(OCc2ccccc2)c(OC)c1	1.1	-0.8	6	-4	23	3	-3	4	/	0
Cn1ncc(Br)c1C(=O)N/N=C/c1ccc(OS(=O)(=O)c2ccccc2)cc1	-0.3	0.0	1	-3	8	0	4	0	100	11
COc1cc(Nc2ncnc(N)n2)cc(OC)c1OC	0.4	-3.1	2	-5	-6	-1	1	16	/	-2
Clc1ccccc1-c1ccc(/C=N/Nc2nncc(-c3ccccc3)n2)o1	-1.0	-2.3	6	-1	28	1	1	12	91	-3
O=C(COc1ccc(C(=O)c2ccccc2)cc1)Nc1ncccc1O	-0.1	-3.5	-14	2	-4	4	3	18	101	-2
O=C(Nc1cccc(Cl)c1)OCc1cncs1	-0.1	-2.5	-6	0	-9	-3	/	12	99	4
CCOC(=O)C1CCN(S(=O)(=O)c2c(C)[nH]c(C)c2C(=O)N2CCCCC2)CC1	0.0	-0.3	-10	6	11	0	0	2	103	-6
Cc1nc2ccccc2nc1OCC(=O)NCC(F)(F)F	5.0	-1.9	-5	-3	-2	-4	/	8	102	4
O=C1NC2c3ccccc3CC2O1 (stereo not drawn)	-0.1	-2.6	3	1	1	-3	0	15	102	5
CC(Sc1nnc(-c2cccs2)n1C1CC1)C(=O)NCC1CCCO1 (stereo not drawn)	3.5	0.0	-8	2	-5	-5	-3	0	104	1
O=C(Nc1ccc(F)cc1)c1cccnc1N1CCOCC1	0.3	-1.2	0	-2	30	4	/	7	99	0
Cc1ccc(-c2nc3cnccn3c2Nc2ccc3c(c2)OCO3)cc1	-3.8	0.2	-7	2	22	-3	2	-1	105	2
CC(Sc1nnc(C2CC2)n1-c1ccccc1)C(=O)N1CCCC1 (stereo not drawn)	-0.4	-1.1	-10	-7	-6	1	0	7	91	-8
